PglD DTNB = C. jejuni PglD acetyltransferase inhibitors, primary screen, biochemical, DTNB colorimetric, single point; UDP-N-acetylbacillosamine N-acetyltransferase PglD (Campylobacter jejuni); purified PglD enzyme, DTNB colorimetric CoA detection; inhibition, % at 12.5 µM; 360,000 tested, 0.098% active; AID 602405, 2012; in the data active = inhibition above about 16%, passing the limit was not always enough; inconclusive = no clear call, values can overlap the other calls; also: strong numbers were not always called active
LGR2 antag = inhibitors of bursicon-induced LGR2 CRE-luciferase signal, primary screen, cell-based, HEK293, CRE-luciferase reporter, bursicon stimulation; Drosophila bursicon receptor LGR2 (rickets); bursicon-stimulated, 4 h; inhibition, % at 9.99 µM; 380,000 tested, 0.35% active;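 active = drop in luminescence signal, shown as inhibition above about 50% in the replicate tests, limit read from the data, passing the limit was not always enough; inconclusive = probably only some replicates passing the limit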;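 also: agonist challenge used bursicon conditioned medium at about half maximal strength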
PAX8 reporter = inhibitors of PAX8-driven TPO luciferase reporter, primary screen, RMG-I cells, single concentration. SteadyGlo, 24 h. AID 652154, 2013. inhibition, % at 12.6 µM. 360,000 tested, 1.2% active;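 active = mean replicate inhibition at least 60% with every replicate also reaching 60%; inconclusive = only one of the two criteria is met; inactive = mean below 60% and not all replicates reaching 60%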;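 also: luciferase light reporting Pax8 driven TPO promoter activity; plate controls were median of neutral control wells for no effect and mitoxantrone controls for full effect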
ARNT TACC3 PPI = disruptors of ARNT/TACC3 protein interaction, primary screen, biochemical, AlphaScreen, single concentration; AlphaScreen His-ARNT PAS-B/GST-TACC3 binding, luminescence; TACC3 fragment carries E629A point mutation; inhibition, % at 9.99 µM; 390,000 tested, 0.66% active; AID 623870, 2012;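 active = mean inhibition of replicates at least 50% and at least half of replicates each reaching 50%; inconclusive = half or more replicates reach 50% but mean below 50%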;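 also: 0% = complete ARNT plus TACC3 wells and 100% = ARNT alone without TACC3; many hits fall short of the cut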
GSIS activator = GLuc luminescence reporter in INS-1E cells, primary screen for activators of glucose-dependent secretion of insulin. INS-1E GLuc reporter insulin secretion, 2-3 h. activation, % at 16.6 µM. 370,000 tested, 0.61% active. AID 743287, 2014;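 active = lowest replicate activation of at least 40%, so every replicate reaches that level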;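 also: 0% = median of neutral control wells and 100% = median of IBMX positive control wells; some compounds called inactive have numbers as strong as hits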
Cneo AK release = Cryptococcus neoformans cell lysis inducers, primary screen, AK release luminescence, single concentration; C. neoformans lysis, adenylate kinase release luminescence, 4 h; normalised: neutral wells 0, clomiphene wells 100; lysis activity, % at 15 µM; 360,000 tested, 0.2% active;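 active = mean lysis activity across replicates of at least 80%, whatever share of replicates individually reach that level; inactive = mean lysis activity below 80%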
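Material: C. neoformans cells; Schedule: 4 h static compound exposure, 37 °C, read 1 h post-reagent; Measured by: adenylate kinase release luminescence; Read-out: signal increase indicating cell lysis; Controls: Clomiphene as positive lysis control.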
C2C12 statin = suppressors of statin myotoxicity in C2C12 myotubes, primary screen, cell-based, single point, plate reader; C2C12 myotubes + simvastatin, ATP luminescence, 48 h; scaled: DMSO 0, geranylgeraniol control 100; rescue of ATP level, % at 7.49 µM; 330,000 tested, 0.78% active;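 active = mean ATP rescue above about 67%, or every replicate alone reaching that limit, limit read from the data, passing the limit was not always enough; inconclusive = no clear call, values can overlap the other calls; inactive = mean under the limit and some replicate under it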;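 also: myotubes were challenged with 10 µM simvastatin during compound exposure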
PGC1a acetyl inh = inhibitors of PGC1a acetylation signal, primary screen, cell-based, U2OS, AlphaScreen, inhibitor mode; AlphaScreen anti-acetyl-lysine; with virally co-expressed GCN5 acetyltransferase; inhibition, % at 15.6 µM; 350,000 tested, 0.17% active; AID 651687, 2012;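 active = every replicate shows inhibition of at least 40%; inconclusive = mean inhibition at least 40% but some replicate below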;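 also: 0% = neutral control wells and 100% = positive control wells; some results beyond the cut were filed as inactive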
Starred values were filed as active, the others as inactive; ? = inconclusive; · = not tested or not shown.

SMILES	PglD DTNB	LGR2 antag	PAX8 reporter	ARNT TACC3 PPI	GSIS activator	Cneo AK release	C2C12 statin	PGC1a acetyl inh
COc1ccc(-c2cc3nc(-c4ccccc4)cc(N4CCN(C(C)=O)CC4)n3n2)cc1	-7	14	4	·	4	6	14	1
COc1ccc(CCNC(=O)CN2CCOc3ccccc32)cc1OC	6	28	13	·	38	1	4	3
Cc1cccc(N2CCC(N=CN(C)C)=N2)c1	0	-6	-3	·	11	-1	9	2
O=C(O)Cn1c(C(F)(F)F)nc2ccccc21	0	2	·	1	-3	4	9	3
CCC(C)c1ccc(O)c(/C=N/O)c1 (stereo not drawn)	0	·	-79	·	·	3	-4	10
COC(=O)C(=Nc1ccccc1)/C(C(=O)C(=O)N(C)c1ccccc1)=C(\O)c1ccccc1	2	-52	-82	-25	1	-3	3	2
Cc1ccc(N(CC(=O)NC(C)(C)C)C(=O)CCC(=O)Nc2ccccn2)c(C)c1	-1	-6	·	·	-1	0	-5	2
COc1ccc(CN2CC(=O)N(c3ccccc3C)C2=S)cc1OC	·	5	11	-2	12	·	·	0
COC(=O)c1cc(Br)c(=O)n(Cc2cccnc2)c1	-1	·	·	9	·	3	1	-10
O=S1(=O)CCC(N=Cc2cc(Br)ccc2O)C1 (stereo not drawn)	0	·	·	-14	·	85*	7	-7
O=c1[nH]c2ccc(S(=O)(=O)N3CCN(c4ccc(F)cc4)CC3)cc2o1	·	9	2	-2	8	·	-12	·
COc1ccc(NC(=O)COC(=O)CCCN2C(=O)c3ccccc3C2=O)cc1Cl	-2	-5	3	16	9	1	-4	-2
Cc1[nH][nH]c(=O)c1C(c1cc2c(cc1Br)OCO2)c1c(C)[nH][nH]c1=O	·	-30	22	2	-7	·	3	6
C[C@H](CO)N1C[C@H](C)[C@@H](CN(C)CC2CCCCC2)Oc2ccc(NS(=O)(=O)c3ccc(F)cc3)cc2CC1=O	-2	-12	·	10	-16	11	46	4
O=C(COc1ccc(S(=O)(=O)N2CCCC2)cc1[N+](=O)[O-])N1CCCCC1	1	8	12	·	-8	-1	-37	-7
Cc1c(-c2ccccc2)nc2ccccc2c1C(=O)NCc1cccs1	·	-18	12	-3	-11	·	·	·
Clc1c(OCCCn2ccnc2)ccc2ccccc12	-1	-11	-6	5	54	3	-67	-1
Cc1ccc(N2CCN(c3ncccc3[N+](=O)[O-])CC2)c(C)c1	-8	-31	-13	0	-9	-4	-25	-3
CO[C@@H]1CC[C@@H]2CCOc3c(C#N)cccc3C(=O)N(C)[C@H](C)C(=O)N(C)C[C@@H]1O2	0	-3	14	4	1	-7	0	7
COc1ccc(S(=O)(=O)N(C)C)cc1NC(=O)Cc1cccs1	·	2	8	1	3	·	-2	7
O=C(CCCNC(=O)c1ccc(Cl)cc1)OCc1cccc(Br)c1	·	-21	-11	-4	-26	·	·	5
O=C(NC(Cc1ccccc1)C(=O)O)/C(=C/c1ccc([N+](=O)[O-])cc1)NC(=O)c1ccc(Br)o1 (stereo not drawn)	1	-15	-3	-11	-12	-3	1	18
O=C(c1ccc(Br)cc1)c1cc([N+](=O)[O-])ccc1N1CCCCC1	-1	·	97*	-13	·	0	-34	-22
COc1ccccc1C(=O)OCCc1ccccc1	-17	-76	-208	7	-1	-2	0	-14
CC(C)OC(=O)CNc1n[nH]c(=S)[nH]c1=O	·	-5	-18	-1	-1	·	·	·
SMILES	PglD DTNB	LGR2 antag	PAX8 reporter	ARNT TACC3 PPI	GSIS activator	Cneo AK release	C2C12 statin	PGC1a acetyl inh
CC1CC(C)(C)NC(=S)N1CCCC(=O)N1CCN(c2ccccc2F)CC1 (stereo not drawn)	-4	-12	-4	-4	8	10	0	17
CSc1nc(N)nc2c1ncn2CC(=O)NCCNc1ccc([N+](=O)[O-])cn1	0	-3	1	-2	2	1	4	1
C[C@@H]1CCCCO[C@@H](CN(C)S(=O)(=O)c2cccs2)[C@@H](C)CN([C@H](C)CO)C(=O)c2cc(NC(=O)Cc3ccccc3)ccc2O1	-1	2	6	5	2	2	·	1
Cc1ccc(/C=C2/SC(=S)N(CCC(=O)N3CCOCC3)C2=O)cc1	3	-3	-14	·	-1	-2	29	2
CCOC(=O)C1=C(CSc2nccn2C)NC(=O)NC1c1ccc2c(c1)OCO2 (stereo not drawn)	-3	-12	·	4	-2	0	·	·
O=C(C[C@@H]1CC[C@@H](NC(=O)NC2CCCCC2)[C@H](CO)O1)NCc1ccc(Cl)cc1	0	0	2	0	10	0	2	-15
O=C(N=C1SC2CS(=O)(=O)CC2N1c1ccc(F)cc1)C1CC1 (stereo not drawn)	1	11	21	3	25	1	4	·
CC(C)n1cc(CN2CCC(n3nccc3NC(=O)CCCc3ccccc3)CC2)cn1	1	7	-15	1	11	2	-11	·
O=C(NCC(c1ccco1)N1CCN(c2ccc(F)cc2)CC1)c1ccc2c(c1)OCO2 (stereo not drawn)	-7	14	1	-5	-29	1	62	16
CC1(C)Cc2c(c(N3CCOCC3)nc3sc(C(=O)Nc4cccc(Cl)c4)c(N)c23)CO1	-1	-15	-21	1	0	-1	-44	·
C[C@H]1CN([C@@H](C)CO)C(=O)c2cc(NC(=O)Nc3ccc(F)cc3)ccc2O[C@@H]1CN(C)CC1CC1	·	2	-18	·	-14	·	·	8
O=C(Nc1ccc(F)cc1F)C1CC(=O)N(Cc2ccccc2)C1 (stereo not drawn)	1	-3	-5	-2	0	-1	-1	13
CN(C)CC#Cc1ccc([C@@H]2[C@@H](CO)N3CCCCN(S(=O)(=O)c4ccccc4F)C[C@H]23)cc1	4	15	-10	-1	15	-1	·	-2
O=C(CSc1ncn[nH]1)NCCc1ccc(Cl)cc1	-9	0	12	-1	12	0	18	·
Cc1nn(CC(=O)NCCCN2CCC(Cc3ccccc3)CC2)c(=O)c2cc(-c3ccccc3)nn12	4	-3	-1	6	3	3	-7	-11
CCOC(=O)c1ccc(NC(=O)c2ccc(NC(=O)C3CCCO3)cc2)cc1 (stereo not drawn)	-4	-6	-19	-8	31	-1	-17	·
CCN(CC)S(=O)(=O)c1ccc(NC(=O)COC(=O)c2cnc(C)cn2)cc1	-1	-11	1	-3	1	-2	12	3
COc1ccc(Cl)cc1/C=N/NC(=O)c1c(-c2ccccc2)noc1C	-2	6	5	6	-15	2	-4	·
O=C(COC(=O)c1ccc(Br)o1)Nc1cccc(S(=O)(=O)N2CCCCC2)c1	0	-7	·	-10	-2	-4	5	3
CC(=O)N/C(=N/c1nc(C)cc(C)n1)Nc1cc(C)cc(C)c1	-5	-10	5	-2	21	0	-4	-4
Cc1cccc(OCC(=O)Nc2nnc(S(=O)(=O)N3CCCCCC3)s2)c1	2	-1	15	-3	4	1	-6	-8
COc1cc(Nc2cc(C)nc3ncnn23)cc(OC)c1	4	·	-1	3	·	3	12	·
Cc1cccc(OCc2nc(-c3nonc3N)no2)c1C	11	·	-167	-4	·	-2	3	-6
Cc1cc(C)cc(N(CC(=O)Nc2c(C)n(C)n(-c3ccccc3)c2=O)S(C)(=O)=O)c1	2	·	11	3	·	1	·	?
O=C(c1cnccn1)N1CC(=O)N2[C@@H](CO)[C@H](c3ccc(-c4ccccc4)cc3)[C@@H]2C1	·	-1	-7	·	9	·	·	4

Looked up by structure from above (3):
SMILES	PglD DTNB	LGR2 antag	PAX8 reporter	ARNT TACC3 PPI	GSIS activator	Cneo AK release	C2C12 statin	PGC1a acetyl inh
O=C(COC(=O)c1ccc(Br)o1)Nc1cccc(S(=O)(=O)N2CCCCC2)c1	0	-7	·	-10	-2	-4	5	3
C[C@H]1CN([C@@H](C)CO)C(=O)c2cc(NC(=O)Nc3ccc(F)cc3)ccc2O[C@@H]1CN(C)CC1CC1	·	2	-18	·	-14	·	·	8
Cc1nn(CC(=O)NCCCN2CCC(Cc3ccccc3)CC2)c(=O)c2cc(-c3ccccc3)nn12	4	-3	-1	6	3	3	-7	-11

Other compounds.
SMILES	PglD DTNB	LGR2 antag	PAX8 reporter	ARNT TACC3 PPI	GSIS activator	Cneo AK release	C2C12 statin	PGC1a acetyl inh
Cc1noc(C)c1C(=O)N(C)Cc1ccccc1	·	6	-14	1	3	·	·	·
Cc1c(Cl)cccc1NC(=O)CNc1ccccc1F	2	16	1	20	5	·	·	11
CCOc1ccc2nc(SCc3ccc(C(=O)OC)o3)[nH]c2c1	5	·	-55	3	·	0	·	3
Cc1cc(NC(=O)c2ccccc2)ccc1NC(=O)c1ccccc1Cl	0	1	14	-5	0	2	-5	7
CCCCN1C(=O)C(=O)N(CC(=O)N2CCc3ccccc32)C1=O	4	-6	10	-3	4	26	1	1
CC(C)c1ccccc1NC(=O)COC(=O)CNC(=O)c1ccc(Br)cc1	·	0	-1	-4	22	·	·	·
C[C@@H]1CN([C@@H](C)CO)C(=O)Cc2cc(NC(=O)C3CCCCC3)ccc2O[C@@H]1CN(C)CC1CCCCC1	12	15	·	15	8	-3	-4	-13
CC1CN(C(=O)CCC(=O)NCc2cccnc2)c2ccccc2O1 (stereo not drawn)	11	0	8	4	·	4	6	-16
O=C(O)CCN1C(=O)c2ccc(NC(=O)Cc3ccc(Cl)cc3)cc2C1=O	·	11	4	-10	-5	·	·	-8
NCc1oc(-c2ccccc2)cc1C(=O)O	·	8	4	-16	-8	·	·	15
CCC(CC)C(=O)Nc1ccc(C)c(O)c1	·	0	·	0	6	·	·	-8
O=C(O)c1ccc(S(=O)(=O)N(Cc2ccccc2)C2CCCCC2)cc1	-6	6	-4	-7	·	-2	-7	·
O=C(C[C@@H]1C=C[C@@H](NC(=O)C2CC2)[C@@H](CO)O1)Nc1nccs1	3	12	6	8	24	0	10	1
CCn1c(=O)cc(O)c2c(=O)n(C)c(=O)n(C)c21	-1	·	·	5	7	0	0	-2
COc1ccc2c3c([nH]c2c1)[C@H](CO)N(C(=O)Nc1ccc(F)cc1)CC31CN(Cc2cc(-c3ccccc3)on2)C1	·	-5	29	·	1	·	·	-25
O=C(NC1CCC(CC2CCC(NC(=O)C(Cl)Cl)CC2)CC1)C(Cl)Cl (stereo not drawn)	-2	-2	15	-10	10	0	-2	40
O=C(COc1ccc(Cl)cc1)NNC(=O)c1ccncc1	4	9	-2	5	20	-1	5	5
CC(=O)Nc1ccc(N(C(=O)c2ccco2)C(C(=O)NC2CCCC2)c2ccc(N(C)C)cc2)cc1 (stereo not drawn)	-2	3	5	-5	-3	-1	12	·
COc1cccc(NC(=O)C[C@H]2CC[C@H]3[C@@H](COc4ccc(NC(=O)C5CC5)cc4C(=O)N3C)O2)c1	2	6	4	2	3	-1	14	5
Cc1cc(C(=O)CCC(=O)Nc2ccc(C(N)=O)cc2)c(C)s1	0	7	-24	·	·	0	0	0
CCC(C)N1C(=O)CCC1C(=O)NCCc1ccc(Cl)cc1 (stereo not drawn)	-3	1	-1	2	3	4	9	·
C[N+]1(C2CCC3CCCC2C3O)CCCCC1 (stereo not drawn)	-7	4	-3	-7	-11	-6	·	·
CCc1cccc2c1NC(=O)C2(O)CC(=O)c1cccs1 (stereo not drawn)	·	12	5	-3	8	·	·	·
CCc1nnc(NC(=O)c2ccc(S(=O)(=O)N(CC)CC)cc2)s1	3	-63	-133	-5	·	5	-2	1
CCOC(=O)c1ccccc1NC(=S)N1CCC(N2CCCCC2)CC1	·	-6	-12	-2	2	·	·	·
CN1CCC(N(C)S(=O)(=O)c2ccc(NC(=O)Cc3ccc(F)cc3)cc2)CC1	0	-6	3	6	·	-1	0	·
